pPAFAH FP inh: pPAFAH (human) enzyme inhibition; 1.5% of 330,000 active; AID 463082; inhibition, % at 3.39 µM; recombinant pPAFAH, FP-rhodamine probe fluorescence polarization; Q13093;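 active = inhibition above the mean inhibition across the screen plus 3 SD, cut at about 25% in these data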;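 also: inhibitors block binding of the rhodamine activity-based probe so polarization drops; 0% = enzyme with DMSO and 100% = wells lacking pPAFAH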
PAFAH1B3 FP inh: inhibitors of human PAFAH1B3 | recombinant PAFAH1B3, FP-rhodamine probe, fluorescence polarization | inhibition, % at 3.39 µM | 0.28% of 340,000 active;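 active = inhibition above the screen-wide average of all tested compounds plus 3 SD, cut at about 25% in these data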;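 also: 0% = enzyme with DMSO only and 100% = wells lacking PAFAH1B3 protein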
Target sequence (Q15102 whole entry, looked up): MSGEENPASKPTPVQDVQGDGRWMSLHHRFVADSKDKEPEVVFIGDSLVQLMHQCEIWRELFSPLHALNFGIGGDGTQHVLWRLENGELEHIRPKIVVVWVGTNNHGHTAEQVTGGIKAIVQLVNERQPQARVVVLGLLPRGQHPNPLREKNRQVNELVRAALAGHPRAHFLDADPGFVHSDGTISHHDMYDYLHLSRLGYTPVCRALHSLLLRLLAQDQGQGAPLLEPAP
LYPLA1 inh: LYPLA1 (human) inhibition in PME1 counter-screen; AID 2174; recombinant LYPLA1, FP-Rh probe fluorescence polarization; inhibition, % at 5.9 µM; O75608; 0.16% of 320,000 active;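 active = inhibition above the mean of all tested compounds plus 3 SD, set per campaign, cut at about 14% in these data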;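 also: inhibitors block serine hydrolase probe labeling of LYPLA1 so polarization falls; 0% = enzyme with DMSO and 100% = wells lacking LYPLA1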
GSTO1 counter: GSTO1 inhibition, counter-screen for RBBP9 inhibitors | recombinant GSTO1, activity-based probe fluorescence polarization | inhibition, % at 5.96 µM | 1.1% of 300,000 active | AID 1974;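 active = inhibition above the campaign mean inhibition plus 3 SD, cut at about 35% in these data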;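 also: 0% = GSTO1-1 with DMSO and 100% = wells lacking GSTO1-1 enzyme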
Target sequence (P78417 whole entry, looked up): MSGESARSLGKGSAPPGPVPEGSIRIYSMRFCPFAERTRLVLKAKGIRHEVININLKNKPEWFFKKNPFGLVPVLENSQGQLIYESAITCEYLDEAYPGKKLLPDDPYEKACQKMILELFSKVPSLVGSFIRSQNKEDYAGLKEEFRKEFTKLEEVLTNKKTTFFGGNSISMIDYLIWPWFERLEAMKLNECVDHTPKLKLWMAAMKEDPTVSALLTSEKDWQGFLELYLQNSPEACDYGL
PAFAH1B2 inh: inhibitors of human PAFAH1B2; P68402; recombinant PAFAH1B2, FP-rhodamine activity probe, fluorescence polarization; inhibition, % at 3.39 µM; 1.2% of 340,000 active; AID 492953;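 active = inhibition above the mean of all tested compounds plus 3 SD, cut at about 24% in these data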;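 also: 0% = enzyme with DMSO and 100% = wells lacking PAFAH1B2; many of its hits are not listed in these tables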
Target sequence (P68402 whole entry, looked up): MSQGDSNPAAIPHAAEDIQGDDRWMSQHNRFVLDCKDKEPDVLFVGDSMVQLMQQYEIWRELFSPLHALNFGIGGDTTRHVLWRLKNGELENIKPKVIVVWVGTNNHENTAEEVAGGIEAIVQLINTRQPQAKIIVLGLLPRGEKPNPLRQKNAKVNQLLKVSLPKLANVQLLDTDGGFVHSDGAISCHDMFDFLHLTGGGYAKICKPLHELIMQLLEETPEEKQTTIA
PAFAH2 FP inh: PAFAH2 (human) inhibition; 0.99% of 340,000 active; inhibition, % at 3.39 µM; recombinant PAFAH2, FP-rhodamine activity probe, fluorescence polarization; AID 492956;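 active = inhibition above the mean over all tested compounds plus 3 SD, cut at about 30% in these data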;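 also: inhibitors block probe labeling of enzyme so polarization drops; 0% = enzyme with DMSO and 100% = wells lacking PAFAH2 protein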
LYPLA2 counter: counter-screen for PME1 inhibitors: inhibitors of human LYPLA2; O95372; recombinant LYPLA2, FP-Rh probe fluorescence polarization; inhibition, % at 5.9 µM; 0.38% of 320,000 active;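 active = inhibition above the screen-wide mean plus 3 SD, limit set per campaign, cut at about 26% in these data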;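 also: 0% = LYPLA2 with DMSO and 100% = wells lacking LYPLA2 enzyme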
Target sequence (O95372 whole entry, looked up): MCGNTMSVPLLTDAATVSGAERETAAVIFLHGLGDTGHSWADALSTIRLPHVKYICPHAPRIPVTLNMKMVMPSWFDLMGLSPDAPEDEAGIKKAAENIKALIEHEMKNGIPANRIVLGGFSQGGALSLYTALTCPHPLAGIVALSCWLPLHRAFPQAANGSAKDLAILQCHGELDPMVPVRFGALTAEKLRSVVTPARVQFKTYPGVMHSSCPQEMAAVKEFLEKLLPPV
PAD4 inh: inhibitors of human PAD4. Q9UM07. recombinant PAD4, RCA probe fluorescence polarization. inhibition, % at 6.36 µM. 0.41% of 330,000 active. AID 485272;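 active = percent inhibition above a cutoff equal to the mean of all tested compounds plus 3 SD, cut at about 15% in these data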;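 also: 0% = PAD4 with RCA probe and DMSO and 100% = probe without PAD4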
PREPL inhibitor: inhibitors of human prolyl oligopeptidase-like enzyme PREPL. Q4J6C6. inhibition, % at 5.96 µM. recombinant PREPL, fluorescence polarization activity-based probe. 0.68% of 320,000 active. AID 2751; in the data active = inhibition above about 43%;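 also: 0% = enzyme with DMSO and 100% = wells lacking enzyme; many of its hits are not listed in these tables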
Starred values were filed as active, the others as inactive; / = not tested or not shown. The list is partial. The share of hits here may be higher or lower than overall.

Values run as follows: PAFAH1B3 FP inh, PREPL inhibitor, PAD4 inh, pPAFAH FP inh, PAFAH2 FP inh, PAFAH1B2 inh, LYPLA1 inh, LYPLA2 counter, GSTO1 counter
> Cc1cc(=O)oc2cc(NC(=S)NCc3cccnc3)ccc12
    2, 4, -1, -2, 6, 2, 0, 5, 5
> CC12CN3CCN(CC(C3)/C1=N/NC(=O)Nc1ccccc1)C2
    -2, 11, -2, 2, 7, -2, 3, 1, 3
> Cn1c(SCC(=O)N/N=C/C=C/c2ccco2)nc2ccccc21
    2, -2, 52*, 17, 15, 3, 1, 2, 8
> CCCCCOC(=O)c1ccccc1C(=O)O
    2, 8, -6, 0, -6, 6, 0, 6, 2
> Cc1nc2ccc(S(=O)(=O)Nc3cccc(-c4nc5cccnc5s4)c3)cc2s1
    0, -46, -3, 8, 5, 2, -4, -2, -7
> Cc1ccc(C(=O)N/C(=C\c2ccc(Br)cc2)c2nc(=S)[nH][nH]2)cc1
    -13, -15, -1, -26, -2, -3, -24, -42, 7
> COc1ccccc1NC(=O)COc1cccc(-n2cnnn2)c1
    12, 9, 5, 6, -2, 0, 2, 0, -1
> COc1cc(NC(=O)c2cccs2)c(C(=O)OCC(=O)NCc2ccccc2)cc1OC
    0, -6, -4, 4, 1, -1, 2, -3, -6
> C#CCOCCOCCOCCNc1nc(N2CCN(C(=O)CCCCCCCCCCNC(=O)[C@@H](CCSC)n3cc(CCO)nn3)CC2)nc(N2CCN(C(=O)CCCCCCCCCCNC(=O)[C@H](CCCN=C(N)N)n3cc(C[C@@H](C)CC)nn3)CC2)n1
    -2, 37, -21, -7, -14, -6, -42, -72, -14
> C=C(C)CNC(=S)NNC(=O)CCn1c2ccccc2c2ccccc21
    1, 1, -3, 4, -2, -2, -1, -9, 0

Filtered by structure, those above with a carbonyl joined to an NH by a bond outside any ring
Values run as follows: PAFAH1B3 FP inh, PREPL inhibitor, PAD4 inh, pPAFAH FP inh, PAFAH2 FP inh, PAFAH1B2 inh, LYPLA1 inh, LYPLA2 counter, GSTO1 counter
> CC12CN3CCN(CC(C3)/C1=N/NC(=O)Nc1ccccc1)C2
    -2, 11, -2, 2, 7, -2, 3, 1, 3
> Cn1c(SCC(=O)N/N=C/C=C/c2ccco2)nc2ccccc21
    2, -2, 52*, 17, 15, 3, 1, 2, 8
> Cc1ccc(C(=O)N/C(=C\c2ccc(Br)cc2)c2nc(=S)[nH][nH]2)cc1
    -13, -15, -1, -26, -2, -3, -24, -42, 7
> COc1ccccc1NC(=O)COc1cccc(-n2cnnn2)c1
    12, 9, 5, 6, -2, 0, 2, 0, -1
> COc1cc(NC(=O)c2cccs2)c(C(=O)OCC(=O)NCc2ccccc2)cc1OC
    0, -6, -4, 4, 1, -1, 2, -3, -6
> C#CCOCCOCCOCCNc1nc(N2CCN(C(=O)CCCCCCCCCCNC(=O)[C@@H](CCSC)n3cc(CCO)nn3)CC2)nc(N2CCN(C(=O)CCCCCCCCCCNC(=O)[C@H](CCCN=C(N)N)n3cc(C[C@@H](C)CC)nn3)CC2)n1
    -2, 37, -21, -7, -14, -6, -42, -72, -14
> C=C(C)CNC(=S)NNC(=O)CCn1c2ccccc2c2ccccc21
    1, 1, -3, 4, -2, -2, -1, -9, 0

(cont.)
Values run as follows: PAFAH1B3 FP inh, PREPL inhibitor, PAD4 inh, pPAFAH FP inh, PAFAH2 FP inh, PAFAH1B2 inh, LYPLA1 inh, LYPLA2 counter, GSTO1 counter
> O=C1CNC(=S)N1CCCc1ccccc1
    5, -4, -5, -1, 3, 9, 0, 3, 6
> COc1ccc(Cc2c(O)nc(SCC(=O)NC(C)(C)C)[nH]c2=O)cc1
    4, 1, 0, 3, 1, 2, -2, -1, 10
> CCS(=O)(=O)NCCCc1ccccc1
    4, 5, 0, -1, 1, 4, -4, 1, 10
> O=C(O)CCCC(=O)N1CCCC1
    1, 1, -1, 0, -6, 0, 2, -3, -2
> CC(C)NC(=O)C(c1ccc(F)cc1)N(C(=O)CCC(=O)Nc1ccccn1)C1CCCC1 (configuration not stated)
    3, 10, -1, 4, 3, 5, -3, -2, 1
> O=C(OCN1C(=O)c2ccccc2C1=O)c1cccc(OC(F)F)c1
    2, -3, -7, 14, -1, 0, -4, -4, 20
> O=C(CN1CCCC1)Nc1ccc(Br)cc1
    5, 0, -3, -5, -6, 2, 0, 2, 13
> Cc1cc(C)nc(NC(C)(C)C(=O)O)n1
    -1, 7, -4, 1, -1, 4, 1, 4, 6
> Cc1ccc(N=Cc2c(O)c3ccccc3oc2=O)c(C)c1
    -1, -3, 4, -1, -3, -2, -1, -3, -2
> OCC[C@@H]1C[C@H](O)[C@@H](O)[C@@]2(OCCCc3ccccc32)O1
    3, -9, -5, 3, 0, 1, 2, -1, 2
> COC(=O)c1cccc(C23CC4(C2)[C@H](CN(C)[C@@H]4c2ccccc2)C3c2ccc(C(F)(F)F)cc2)c1 (some centres not stated)
    8, -3, 2, 0, 2, 0, 0, -3, 5
> COc1ccc(OCc2nnc3n2N=C(c2ccccc2)C(CC(=O)O)S3)cc1 (configuration not stated)
    6, 5, 1, 4, 10, 0, 1, 8, 7
> FC(F)(F)c1cnc(Oc2ccccc2-c2nnco2)c(Cl)c1
    -1, 11, -8, 1, 9, 9, 5, 10, 9
> Cc1ccc2c(c1)N(CCC(=O)NC1CCCCC1)C(=O)CO2
    2, 3, -1, -2, 6, 1, -1, -4, 0
> O=S(=O)(c1ccccc1)c1nc(-c2ccco2)oc1NCc1ccco1
    2, 14, 2, 1, 5, 3, 1, 2, 3
> Cc1ccc(N2C(=O)C3C(C(=O)c4ccccc4)=NN(c4ccccc4)C3C2=O)cc1 (configuration not stated)
    1, -9, -6, 1, -7, -1, -3, -3, 3
> CCOc1cccc2cc(C(=O)NCc3ccc(F)cc3)c(=N)oc12
    0, 2, -1, 8, -3, -4, 0, 2, -1
> Cc1cc2[nH]c(=O)c(=O)[nH]c2cc1S(=O)(=O)N1CCN(c2ccccc2F)CC1
    13, -12, -4, 4, 14, 3, 1, 3, 1
> CSc1nc2nc3c(cc2c(=O)n1-c1ccccc1C)COC(C)(C)C3
    9, 3, 6, 1, -1, 4, 1, 1, 6
> O=C(c1cc2c(=O)n3ccccc3nc2s1)N1CCN(Cc2ccc3c(c2)OCO3)CC1
    4, 3, -1, 0, 2, 4, 2, 15, 10
> COc1ccc(NCCc2ccccn2)cc1
    10, 15, 2, 14, 2, 4, 2, -2, 0
> O=S(=O)(Nc1ccc2[nH]ncc2c1)c1ccccc1Cl
    5, 6, -1, 4, 5, 3, 2, -3, -1
> Nn1c(SC/C=C/c2ccccc2)nnc1-c1ccccn1
    15, -6, -7, 3, -2, 6, 1, 4, 2
> C[C@H](CO)N1C[C@H](C)[C@@H](CN(C)S(=O)(=O)c2cn(C)cn2)Oc2ccc(NC(=O)Cc3ccccc3)cc2C1=O
    7, 13, 1, 8, 1, -3, /, /, /
> COc1ccc(CCNC(=O)c2cc(-c3ccccc3)c(N3CCOCC3)s2)cc1OC
    2, 14, -1, 4, 3, 6, -2, -1, 0
> C#CCOC(=O)c1csc2nnsc12
    -9, -3, -4, -3, -1, 0, 0, 7, -4
> CNc1nc(N)c([N+](=O)[O-])c(N2CCCCCC2)n1
    7, -4, -1, 5, 2, 6, 1, 11, -8
> CSc1nsc(SCC(=O)Nc2ccccc2C(N)=O)n1
    -1, 3, 6, 5, 9, 1, -4, -5, 5
> O=C(Nc1ccc2c(c1)OCCO2)c1cnc2n(c1=O)CCS2
    0, 9, 2, -1, 5, -1, 3, 3, -4
> COc1cc2c(cc1OC)C(C)N(C(=O)/C=C/c1cc(OC)c(OC)c(OC)c1)CC2 (configuration not stated)
    5, 3, 2, 2, -2, 1, -2, -1, 0
> Cc1ccc(C)c(NC(=O)C2(C)CC3c4ccccc4C2c2ccccc23)c1 (configuration not stated)
    6, -6, 4, 1, 1, 8, 3, 3, 8
> O=C(NCCCNC(=O)c1ccccc1)c1ccccc1
    /, 7, 3, 3, /, /, -1, -1, -1
> CC(=O)c1ccc(N(C(=O)c2ccco2)C(C(=O)NC2CCCC2)c2cccs2)cc1 (configuration not stated)
    6, 7, -1, -6, 0, -2, -2, 0, 2
> C/C(=N\NC(=O)c1ccccc1F)c1cccc(NC(=O)c2ccccc2)c1
    2, 1, -3, 1, 1, 0, 2, 0, 0
> Cc1[nH]c(=O)c(C#N)c(C)c1CCC(=O)NCc1ccc(Cl)cc1
    11, 24, -10, -6, 3, -1, -2, -7, -9
> CCCCc1nc2ccccc2n1CC(=O)NN
    2, 28, -1, 0, -4, 3, 0, 4, 2
> CC1Cc2ccccc2N1C(=O)C1CCCCN1S(=O)(=O)c1ccccc1 (configuration not stated)
    9, 9, -1, -4, 11, -2, -4, -8, 3
> COC(=O)c1ccc(CS(=O)(=O)c2ccccc2C)o1
    7, 4, 2, 3, 1, 7, 3, -2, -1
> CNC(=O)N(C1=NCC(C)(C)S1)c1ccc(F)c(Cl)c1
    -2, 19, 0, 11, 0, 3, -7, -1, 1
> COc1ccccc1/C=N/NC(=O)c1ccc(NC(=O)c2cccc([N+](=O)[O-])c2)cc1
    /, 21, -3, -2, /, /, -3, -13, 0
> CCc1ccccc1NC(=O)CCc1nc(-c2cccs2)no1
    5, -2, 1, 4, 6, -1, -2, 5, 2
> COCCCC1CCN(C(=O)C2CCC(=O)N(C3CCCC3)C2)CC1 (configuration not stated)
    1, 6, -5, 0, 4, 5, -1, -1, 1
> Cc1nc([N+](=O)[O-])cn1CC(=O)c1ccc(OC(F)(F)F)cc1
    -1, -5, -2, 0, -2, 6, -3, 9, -5
> CCOC1(OCC)C(c2ccc(Cl)cc2)C(C#N)(C#N)C1(OCC)OCC (configuration not stated)
    6, 16, 0, -5, -4, 5, 2, -3, -17
> COc1ccc(CCNC(=O)C2CCN(S(=O)(=O)c3cc(OC)ccc3OC)CC2)cc1
    4, 4, -7, 3, 1, 6, 3, 3, 16
> COc1ccccc1NC(=O)CC12CC3CC(CC(Br)(C3)C1)C2
    -2, -3, -1, 0, 6, 14, -3, -8, 4
> O=C(NCc1cccs1)C1CCN(S(=O)(=O)c2cccc([N+](=O)[O-])c2)CC1
    0, 5, -3, 2, 0, 7, 0, -6, 1
> Cc1ccc(CC(=O)N2CCN(c3ccccn3)CC2)cc1
    -2, -10, -4, 8, 5, 1, 2, 5, 5
> Cc1ccccc1NC(=O)Cc1nc(COC(=O)C(C)C)cs1
    6, 6, -3, 5, 3, -1, 0, 2, -7
> Cc1ccc2oc3nc(C)c(C(=O)O)cc3c(=O)c2c1
    -4, -8, 1, 10, 0, 4, 6, 3, -8

The results go on.
Values run as follows: PAFAH1B3 FP inh, PREPL inhibitor, PAD4 inh, pPAFAH FP inh, PAFAH2 FP inh, PAFAH1B2 inh, LYPLA1 inh, LYPLA2 counter, GSTO1 counter
> O=C1CC(SCCO)C(=O)N1c1ccc(Oc2ccccc2)cc1 (configuration not stated)
    12, 9, 5, 10, 4, 7, -2, 2, -2
> COc1ccccc1C(=O)NCC(=O)NCCSc1ccc(Br)cc1
    2, -10, 4, 29*, 3, 27*, -1, -2, /
> COc1ccc(-c2ccc3oc(-c4ccsc4)cc(=O)c3c2)cn1
    -1, 0, -1, -8, 4, 0, /, /, /
> Cc1ccccc1OCC(=O)NNC(=O)Cn1[nH]c(=O)c2ccccc2c1=O
    1, -3, 4, -6, 5, -3, /, /, /
> CC(=O)Nc1ccc(-c2c(C)cc3oc(=O)cc(-c4ccccc4)c3c2C)cc1
    6, /, 3, 4, 0, 4, /, /, /
> Cc1ccccc1NC(=O)CN1C(=S)NC(C)(C)CC1C (configuration not stated)
    6, 11, 2, 0, -6, -1, 4, 7, 6
> C=CCNC(=O)/C(=C\c1ccc(OC)cc1)NC(=O)c1ccc([N+](=O)[O-])cc1
    2, 1, 2, -5, -4, 3, -7, -6, 2
